EZH2 inh: EZH2/PRC2 methyltransferase inhibitors, primary screen, biochemical, DELFIA time-resolved fluorescence, single point. PRC2 H3K27 methylation, DELFIA TRF, 1 h. Histone-lysine N-methyltransferase EZH2 (Homo sapiens), Q15910. inhibition, % at 12.5 µM. 57,000 compounds, 0.35% hits;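 active = mean inhibition of replicates at least 50% and every single replicate also reaching 50%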;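 note: dimethyl H3K27 on biotinylated H3 21-44 peptide detected by antibody; plate controls were median neutral control wells for no effect and median positive control wells for full effect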
Target sequence (Q15910 whole entry, looked up): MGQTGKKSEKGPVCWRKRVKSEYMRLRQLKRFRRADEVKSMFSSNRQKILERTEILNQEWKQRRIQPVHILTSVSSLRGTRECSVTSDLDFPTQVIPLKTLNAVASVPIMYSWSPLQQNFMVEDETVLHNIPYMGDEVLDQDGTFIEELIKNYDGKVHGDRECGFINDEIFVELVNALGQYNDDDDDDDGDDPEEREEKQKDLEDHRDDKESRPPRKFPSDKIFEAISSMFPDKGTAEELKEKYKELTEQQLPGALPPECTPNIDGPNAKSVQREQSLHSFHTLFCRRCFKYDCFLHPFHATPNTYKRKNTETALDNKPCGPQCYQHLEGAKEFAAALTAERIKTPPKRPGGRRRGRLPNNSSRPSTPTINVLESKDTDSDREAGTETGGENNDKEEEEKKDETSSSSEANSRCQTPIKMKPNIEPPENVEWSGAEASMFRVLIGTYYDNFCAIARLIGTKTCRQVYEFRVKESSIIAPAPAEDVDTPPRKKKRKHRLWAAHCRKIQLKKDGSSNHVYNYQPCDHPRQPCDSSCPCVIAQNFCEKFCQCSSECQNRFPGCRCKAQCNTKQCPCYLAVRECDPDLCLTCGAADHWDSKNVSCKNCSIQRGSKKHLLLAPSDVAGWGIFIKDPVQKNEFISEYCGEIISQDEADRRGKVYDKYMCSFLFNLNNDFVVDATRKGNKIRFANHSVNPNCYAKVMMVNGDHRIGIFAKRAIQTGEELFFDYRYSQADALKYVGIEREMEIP
IDH1 mut inh: inhibitors of IDH1 R132H reductase, primary screen, biochemical, plate reader, single point; diaphorase/resazurin fluorescence, 60 min; Isocitrate dehydrogenase [NADP] cytoplasmic (Homo sapiens), O75874; 70,000 compounds, 0.18% hits; inhibition, % at 10 µM; AID 624101, 2012; in the data active = inhibition above about 34%;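 note: 0% = DMSO and 100% = no enzyme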
Starred values were filed as active, the others as inactive; · = no result given. An excerpt (hit frequency here may not be typical).

SMILES | EZH2 inh | IDH1 mut inh
C[C@@H]1CN([C@@H](C)CO)S(=O)(=O)c2ccc(C#C[C@@H](C)O)cc2O[C@H]1CN(C)C(=O)C1CCCCC1 | 12 | ·
O=C1O[C@@H](c2ccccc2)[C@@H](c2ccccc2)N2[C@@H](c3ccccc3OCCO)[C@]3(C(=O)Nc4ccccc43)[C@@H](C(=O)NC[C@H](O)c3ccccc3)[C@H]12 | -8 | ·
CNC[C@H]1OCCCC[C@@H](C)Oc2ccc(NC(=O)Nc3ccc(C(F)(F)F)cc3)cc2C(=O)N([C@H](C)CO)C[C@H]1C | -38 | ·
C[C@@H]1CN([C@H](C)CO)C(=O)Cc2cc(NC(=O)C3CC3)ccc2O[C@@H]1CN(C)S(=O)(=O)c1ccc(Cl)cc1 | -3 | 2.6
O=C(NCC[C@@H]1CC[C@H](NC(=O)C2CC2)[C@H](CO)O1)Nc1ccc(Cl)cc1 | -4 | 0.2
CO[C@H]1CC[C@H]2CCN(C)C(=O)[C@H](C)[C@H](OC)CN(C)C(=O)c3cc(C#N)ccc3OC[C@@H]1O2 | -11 | 0.3
C[C@@H]1CN([C@@H](C)CO)C(=O)c2cc(NC(=O)Cc3cn(C)c4ccccc34)ccc2O[C@@H]1CN(C)Cc1ccncc1 | -1 | -1.5
C[C@H]1CN([C@@H](C)CO)C(=O)c2cc(C#Cc3ccccc3F)cnc2O[C@@H]1CN(C)C(=O)Cc1ccncc1 | -24 | 15
C/C=C/c1ccc2c(c1)O[C@H](CN(C)C(=O)c1ccccc1F)[C@@H](C)CN([C@@H](C)CO)S2(=O)=O | -2 | 0.6
Cc1noc(C)c1NC(=O)N(C)C[C@@H]1Oc2ccc(NS(=O)(=O)c3c(C)noc3C)cc2C(=O)N([C@H](C)CO)C[C@H]1C | · | 0.5
C[C@@H]1CCCCO[C@@H](CN(C)CC2CC2)[C@H](C)CN([C@H](C)CO)C(=O)c2cc(NC(=O)CCCN(C)C)ccc2O1 | · | 2.8
COc1ccccc1CC(=O)Nc1ccc(-c2noc(-c3ccc(Cl)cc3)n2)cc1 | -13 | 0.2
COc1ccccc1-c1cccc(-c2nc(C(=O)N3CCCCC3)cc3c2[C@H](CCO)N([S@@](=O)C(C)(C)C)C3)c1 | -6 | 0.1
C[C@@H]1CN([C@H](C)CO)C(=O)c2cc(NC(=O)NC3CCCCC3)ccc2O[C@@H](C)CCCCO[C@H]1CN(C)C(=O)C1CCCCC1 | · | -1.2
C[C@H](CO)N1C[C@H](C)[C@@H](CN(C)C(=O)C2CCOCC2)Oc2ncc(C#CC3(O)CCCC3)cc2C1=O | 2 | -3.6
COc1ccc(Cl)c(Cn2c(NCc3ccccn3)nc3c2c(=O)n(C)c(=O)n3C)c1 | -9 | 0.5
C[C@@H]1CN([C@@H](C)CO)C(=O)CCCn2nncc2CO[C@@H]1CN(C)Cc1ccc2c(c1)OCCN2C | · | -1.3
C[C@@H]1CN([C@@H](C)CO)C(=O)c2cc(NC(=O)Nc3ccc(C(F)(F)F)cc3)ccc2O[C@@H]1CN(C)Cc1ccc(C(F)(F)F)cc1 | · | 0.2
CNC[C@@H]1OCCCC[C@@H](C)Oc2ccc(NS(=O)(=O)c3cccs3)cc2C(=O)N([C@H](C)CO)C[C@H]1C | · | 3.1
Cc1cc(C(F)(F)F)nn1CCCNC(=O)c1cc(-c2cccnc2)nc2ccc(Cl)cc12 | -3 | 2.6
COc1ccccc1NC(=O)N[C@H]1CC[C@@H](CC(=O)N[C@@H](C)c2ccccc2)O[C@@H]1CO | 6 | 0.1
CNC[C@H]1OCCCC[C@@H](C)Oc2ccc(NC(=O)Nc3c(C)noc3C)cc2C(=O)N([C@H](C)CO)C[C@H]1C | 2 | 2.3
O=S(=O)(c1ccc2ccccc2c1)N1CCN(Cc2ccc(OCCO)cc2)CC1 | -4 | ·
CO[C@@H]1CN(C)C(=O)c2ccc(NC(=O)C3CCCC3)cc2OC[C@H](C)N(C)C[C@@H]1C | 2 | 0.0
Cc1noc(C)c1S(=O)(=O)N(C)C[C@@H]1OCCCC[C@H](C)Oc2ccc(NC(=O)NC(C)C)cc2C(=O)N([C@@H](C)CO)C[C@H]1C | · | 3.7
COc1cccc(NC(=O)N[C@H]2CC[C@@H](CC(=O)NCc3ccncn3)O[C@H]2CO)c1 | -6 | -0.5
O=C1O[C@H](c2ccccc2)[C@H](c2ccccc2)N2[C@H]1[C@@H](C(=O)O)[C@]1(C(=O)Nc3ccccc31)[C@H]2c1ccccc1OCCO | 24 | ·
CO[C@H]1CN(C)C(=O)c2cc(NS(=O)(=O)c3ccccc3)ccc2OC[C@H](C)N(Cc2cccnc2)C[C@@H]1C | 2 | -0.3
CC/C(=C(\c1ccc(O)cc1)c1ccc(OCCN(C)C)cc1)c1ccccc1 | · | -0.5
COCC#Cc1cnc2c(c1)C(=O)N([C@H](C)CO)C[C@@H](C)[C@@H](CN(C)S(=O)(=O)c1ccccc1)O2 | 3 | -3.3
C[C@H](CO)N1C[C@H](C)[C@H](CN(C)Cc2ccc(Cl)c(Cl)c2)Oc2ccc(NC(=O)CCC(F)(F)F)cc2CC1=O | · | -0.9
COc1ccc(S(=O)(=O)N(C)C[C@H]2Oc3c(NS(=O)(=O)c4ccc(F)cc4)cccc3C(=O)N([C@H](C)CO)C[C@H]2C)cc1 | · | -1.0
COc1ccc(S(=O)(=O)N2Cc3ccccc3CC2C(=O)Nc2sc3c(c2C#N)CCCC3)cc1 (stereo unspecified) | 3 | -0.3
Cc1noc(C)c1NC(=O)Nc1cccc2c1O[C@@H](CN(C)C(=O)NC1CCCCC1)[C@H](C)CN([C@H](C)CO)C2=O | · | -0.1
CCn1c(SCC(=O)Nc2ccccc2OC)nnc1-c1ccc(Br)cc1 | -9 | 0.1
C[C@@H]1CN([C@@H](C)CO)C(=O)c2cccc(NC(=O)Nc3ccccc3)c2O[C@H]1CN(C)C(=O)Nc1ccccc1 | 2 | 3.0
Cc1cc(SCC(=O)N2CCC(c3noc4ccc(F)cc34)CC2)nc2ccccc12 | 4 | -0.5
CCC(=O)N(C)C[C@@H]1Oc2cc(C#CCC3CCCC3)ccc2S(=O)(=O)N([C@H](C)CO)C[C@H]1C | -10 | 0.1
CC(C)CC#Cc1cnc2c(c1)C(=O)N([C@@H](C)CO)C[C@@H](C)[C@@H](CN(C)C(=O)c1cccc(F)c1)O2 | -5 | -2.8
Cc1c(C(=O)N(C)C)sc2[nH]c(=O)n(-c3ccccc3C(F)(F)F)c(=O)c12 | 22 | 1.9
Nc1cc(N)nc(SCC(=O)Nc2cccc(C(F)(F)F)c2)n1 | 6 | -0.5
CC(C)NC(=O)Nc1ccc2c(c1)C(=O)N([C@H](C)CO)C[C@H](C)[C@H](CN(C)C(=O)Nc1ccc3c(c1)OCO3)OCCCC[C@H](C)O2 | · | 1.5
CO[C@H]1CN(C)C(=O)c2ccc(NS(=O)(=O)c3cccc(F)c3)cc2OC[C@H](C)NC[C@H]1C | 4 | -0.1
COc1ccc(S(=O)(=O)Nc2ccc3c(c2)C(=O)N([C@H](C)CO)C[C@@H](C)[C@H](CN(C)Cc2ccc(C(F)(F)F)cc2)OCCCC[C@@H](C)O3)cc1 | · | -0.2
O=C(N[C@H]1C=C[C@@H](CC(=O)N2CCN(c3ccccc3)CC2)O[C@@H]1CO)c1ccccc1 | 0 | 0.1
CO[C@H]1CN(C)C(=O)c2ccc(NC(=O)C3CC3)cc2OC[C@@H](C)NC[C@H]1C | -3 | 0.1
CO[C@H]1CN(C)C(=O)c2ccc(NS(=O)(=O)c3ccc(Cl)cc3)cc2OC[C@@H](C)N(C(=O)NC(C)C)C[C@@H]1C | -7 | 0.4
CC(C)C#Cc1cnc2c(c1)C(=O)N([C@H](C)CO)C[C@@H](C)[C@H](CN(C)C(=O)CN1CCOCC1)O2 | -3 | ·
COCC#Cc1ccc2c(c1)O[C@@H](CN(C)C(=O)NC(C)C)[C@H](C)CN([C@H](C)CO)S2(=O)=O | -4 | -0.1
C[C@H](CO)N1C[C@H](C)[C@H](CN(C)S(=O)(=O)c2ccccc2)Oc2ccc(NC(=O)Nc3ccc4c(c3)OCO4)cc2C1=O | · | 1.0
CC(C)CC#Cc1ccc2c(c1)O[C@@H](CN(C)C(=O)Cc1ccccc1)[C@H](C)CN([C@H](C)CO)S2(=O)=O | 5 | -1.4
C[C@@H]1CN([C@H](C)CO)C(=O)c2cccc(NC(=O)CCCCCC(=O)Nc3ccccc3N)c2O[C@@H]1CN(C)C(=O)Nc1ccccc1 | -1 | ·
O=C(Nc1ccc2c(c1)OCO2)N[C@H]1CC[C@H](CCNC(=O)C2CCCC2)O[C@@H]1CO | -22 | 0.1
N#Cc1ccccc1NC(=O)CS(=O)(=O)Cc1ccccc1 | -1 | 0.1
CO[C@H]1CN(C)C(=O)c2cc(NS(=O)(=O)c3ccccc3)ccc2OC[C@@H](C)N(Cc2ccccn2)C[C@@H]1C | 0 | 0.5
C[C@H](CO)N1C[C@H](C)[C@H](CN(C)C(=O)Nc2cccc(F)c2)OCc2ccccc2-c2c(n(C)c3ccccc23)C1=O | -21 | 1.1
CCCC#Cc1ccc2c(c1)O[C@H](CN(C)C)[C@H](C)CN([C@H](C)CO)S2(=O)=O | 1 | -2.1
C[C@@H]1CCCCO[C@@H](CN(C)C(=O)Nc2ccc3c(c2)OCO3)[C@@H](C)CN([C@@H](C)CO)C(=O)c2cc(NC(=O)Nc3ccc4c(c3)OCO4)ccc2O1 | · | -0.2
Cc1ccc(NC(=O)CSc2n[nH]c(-c3ccccc3)n2)c(C)c1 | -14 | 0.3
C[C@H](CO)N1C[C@H](C)[C@@H](CN(C)Cc2ccc3c(c2)OCO3)OCc2cn(nn2)CCCC1=O | -2 | 2.1

17 entries from above, arranged by count of non-hydrogen atoms, descending.
SMILES | EZH2 inh | IDH1 mut inh
C[C@@H]1CCCCO[C@@H](CN(C)C(=O)Nc2ccc3c(c2)OCO3)[C@@H](C)CN([C@@H](C)CO)C(=O)c2cc(NC(=O)Nc3ccc4c(c3)OCO4)ccc2O1 | · | -0.2
COc1ccc(S(=O)(=O)Nc2ccc3c(c2)C(=O)N([C@H](C)CO)C[C@@H](C)[C@H](CN(C)Cc2ccc(C(F)(F)F)cc2)OCCCC[C@@H](C)O3)cc1 | · | -0.2
C[C@@H]1CN([C@H](C)CO)C(=O)c2cccc(NC(=O)CCCCCC(=O)Nc3ccccc3N)c2O[C@@H]1CN(C)C(=O)Nc1ccccc1 | -1 | ·
CC(C)NC(=O)Nc1ccc2c(c1)C(=O)N([C@H](C)CO)C[C@H](C)[C@H](CN(C)C(=O)Nc1ccc3c(c1)OCO3)OCCCC[C@H](C)O2 | · | 1.5
C[C@H](CO)N1C[C@H](C)[C@H](CN(C)S(=O)(=O)c2ccccc2)Oc2ccc(NC(=O)Nc3ccc4c(c3)OCO4)cc2C1=O | · | 1.0
C[C@H](CO)N1C[C@H](C)[C@H](CN(C)C(=O)Nc2cccc(F)c2)OCc2ccccc2-c2c(n(C)c3ccccc23)C1=O | -21 | 1.1
CO[C@H]1CN(C)C(=O)c2cc(NS(=O)(=O)c3ccccc3)ccc2OC[C@@H](C)N(Cc2ccccn2)C[C@@H]1C | 0 | 0.5
CC(C)CC#Cc1ccc2c(c1)O[C@@H](CN(C)C(=O)Cc1ccccc1)[C@H](C)CN([C@H](C)CO)S2(=O)=O | 5 | -1.4
CC(C)C#Cc1cnc2c(c1)C(=O)N([C@H](C)CO)C[C@@H](C)[C@H](CN(C)C(=O)CN1CCOCC1)O2 | -3 | ·
C[C@H](CO)N1C[C@H](C)[C@@H](CN(C)Cc2ccc3c(c2)OCO3)OCc2cn(nn2)CCCC1=O | -2 | 2.1
COCC#Cc1ccc2c(c1)O[C@@H](CN(C)C(=O)NC(C)C)[C@H](C)CN([C@H](C)CO)S2(=O)=O | -4 | -0.1
O=C(N[C@H]1C=C[C@@H](CC(=O)N2CCN(c3ccccc3)CC2)O[C@@H]1CO)c1ccccc1 | 0 | 0.1
O=C(Nc1ccc2c(c1)OCO2)N[C@H]1CC[C@H](CCNC(=O)C2CCCC2)O[C@@H]1CO | -22 | 0.1
CO[C@H]1CN(C)C(=O)c2ccc(NC(=O)C3CC3)cc2OC[C@@H](C)NC[C@H]1C | -3 | 0.1
Cc1ccc(NC(=O)CSc2n[nH]c(-c3ccccc3)n2)c(C)c1 | -14 | 0.3
Nc1cc(N)nc(SCC(=O)Nc2cccc(C(F)(F)F)c2)n1 | 6 | -0.5
N#Cc1ccccc1NC(=O)CS(=O)(=O)Cc1ccccc1 | -1 | 0.1

Other records follow:
SMILES | EZH2 inh | IDH1 mut inh
C[C@@H]1CN([C@H](C)CO)C(=O)c2cccc(NC(=O)Nc3cccc4ccccc34)c2O[C@@H]1CN(C)C(=O)NC1CCCCC1 | -25 | -4.0
COc1cc(CO)cc(Cl)c1OCC(=O)Nc1ccccc1F | 10 | -0.2
Cc1ccc(S(=O)(=O)N(C)C[C@@H]2Oc3ccc(NC(=O)Nc4ccc(F)cc4)cc3CC(=O)N([C@H](C)CO)C[C@@H]2C)cc1 | -16 | ·
C[C@@H]1CCCCO[C@@H](CN(C)C(=O)CCCN(C)C)[C@@H](C)CN([C@H](C)CO)C(=O)c2cc(NC(=O)Nc3ccc(F)cc3)ccc2O1 | · | 11
C[C@H](CO)N1C[C@H](C)[C@@H](CN(C)C)Oc2ccc(NC(=O)NC3CCCCC3)cc2C1=O | 5 | 1.2
COCC(=O)N(C)C[C@@H]1Oc2ncc(C#Cc3ccc(F)cc3)cc2C(=O)N([C@H](C)CO)C[C@@H]1C | 2 | -4.2
CC(C)C#Cc1cnc2c(c1)C(=O)N([C@H](C)CO)C[C@@H](C)[C@@H](CN(C)C(=O)Nc1ccc(F)cc1)O2 | 6 | -0.8
Cc1cc(-c2nc3ccccc3s2)ccc1NC(=O)COc1ccccc1[N+](=O)[O-] | -19 | 0.1

Screening data from PubChem.
